Source: PubChem (several laboratories)
MEKK2wt PB1 HTS – raises or lowers MEK5 binding to wildtype human MEKK2 PB1 domain; Q9Y2U5; bead flow cytometry, Alexa488-MEK5 binding to MEKK2 WT; actives lie on both sides; binding response (% of control), % at 10 µM; 1.1% of 290,000 active; in the data active means binding response below about 67% or above about 130%
GalR3 antag – human GalR3 antagonism. AID 651719. 0.44% of 360,000 active. HEK293 GalR3-CNG cAMP membrane potential fluorescence; galR3 body fused to GalR1 C-terminus. inhibition, % at 3 µM. O60755;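 active means inhibition above the screen-wide average plus 3 SD, cut at about 13% in these data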;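 further: forskolin and galanin both at EC90 stimulate the cells; cAMP rise reported by CNG channel membrane potential dye signal; 0% = forskolin plus galanin with DMSO and 100% = forskolin alone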
Target sequence (O60755 1-299 limits assumed): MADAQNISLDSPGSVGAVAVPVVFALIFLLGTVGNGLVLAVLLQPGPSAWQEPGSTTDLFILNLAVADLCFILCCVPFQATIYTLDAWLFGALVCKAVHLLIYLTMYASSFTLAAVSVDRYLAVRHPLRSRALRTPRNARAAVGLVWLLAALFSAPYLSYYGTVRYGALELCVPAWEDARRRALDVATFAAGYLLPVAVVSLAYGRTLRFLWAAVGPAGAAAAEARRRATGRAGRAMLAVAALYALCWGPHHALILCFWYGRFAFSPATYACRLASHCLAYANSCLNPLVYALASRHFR
MEKK2 mut-MEK5 – signal of MEK5 binding to mutant human MEKK2 PB1 domain | bead flow cytometry, Alexa488-MEK5 binding to MEKK2 mutant | percent response, % at 10 µM | 0.35% of 290,000 active | AID 1530; in the data active means percent response above about 24%, passing the limit was not always enough; further: inactives centre near 1; some results filed as inactive read as strong as hits
CRFBP-R2 agonist – CRF-BP/CRF-R2 complex agonism. HEK293 CRF-R2/CRF-BP, calcium dye fluorescence (FLIPR); percent of saturating CRF peptide response. activation, % at 13.2 µM. 0.46% of 350,000 active. AID 588473;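 active means activation of at least 50%, plus an integration ratio under a set limit after plate pattern correction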;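 further: plate controls were neutral control wells without compound for no effect and CRF at EC100 for full effect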
UBC9 SUMO inh – inhibitors of human SUMOylation (UBC9); 0.36% of 290,000 active; HTRF SUMOylation assay, SAE1/SAE2 + UBC9, in vitro; inhibition, % at 35 µM; AID 2006; P63279; in the data active means inhibition above about 50%, passing the limit was not always enough; further: strong numbers were not always called active
Target sequence (P63279 whole entry, looked up): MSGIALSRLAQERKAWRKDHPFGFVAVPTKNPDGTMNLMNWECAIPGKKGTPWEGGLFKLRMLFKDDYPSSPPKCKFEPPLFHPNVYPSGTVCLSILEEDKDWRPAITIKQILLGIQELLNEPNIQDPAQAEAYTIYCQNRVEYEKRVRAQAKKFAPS
FID counter – fluorescent intercalator displacement, NS3 helicase counter-screen. 0.17% of 290,000 active. DNA fluorescent intercalator displacement, fluorescence. inhibition, % at 7.9 µM. AID 1845; in the data active means inhibition above about 37%;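 further: 0% = vehicle and 100% = reference compound; higher means more ethidium bromide displaced from hairpin DNA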
CRFBP-R2 block – blocks CRF-induced signaling of the CRF-BP/CRF-R2 complex; 0.59% of 350,000 active; inhibition, % at 11.8 µM; HEK293 CRF-R2/CRF-BP, CRF-induced calcium fluorescence;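 active means inhibition of the ligand-induced calcium signal above about 50% at the single tested concentration, limit read from the data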
NS3 helicase inh – HCV NS3 helicase inhibition | NS3 helicase DNA unwinding, Cy5 molecular beacon fluorescence | inhibition, % at 10.9 µM | 0.56% of 290,000 active | AID 1800;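 active means inhibition above the mean of all tested compounds plus 3 SD, set per campaign, cut at about 35% in these data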;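 further: 0% = DMSO wells and 100% = thioflavine S control wells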
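System: HCV NS3 helicase fragment; control set: DMSO and thioflavine S; technique: Cy5 fluorescence at 0 and 60 min, beacon hairpin quenching; reagent: beacon DNA duplex substrate plus ATP; replicates: singlicate; schedule: 1 h reaction at 25 °C, ATP-initiated; medium: MOPS buffer pH 6.5 with MgCl2, DTT, Tween20, BSA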
MEKK3 PB1 HTS – modulators (inhibitors or enhancers) of MEK5 binding to human MEKK3 PB1 domain; bead-based flow cytometry, Alexa488-MEK5 binding to MEKK3; actives lie on both sides; 0 = blocked by unlabeled MEK5, 100 = vehicle; binding response (% of control), % at 10 µM; 1.4% of 290,000 active;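 active means binding response more than 3 SD above or below the average of its plate-row segment, actives on both sides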;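 further: Alexa488 bead fluorescence after subtracting the streptavidin-only scavenger bead signal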
Numbers without * were called inactive; · = no result given. These rows are one share of the data; count on the stated rates, not on these rows.

SMILES	MEKK2wt PB1 HTS	GalR3 antag	MEKK2 mut-MEK5	CRFBP-R2 agonist	UBC9 SUMO inh	FID counter	CRFBP-R2 block	NS3 helicase inh	MEKK3 PB1 HTS
Cc1cccc(N(CC(=O)NC(C)(C)C)C(=O)CS(=O)CC(=O)Nc2ccc3c(c2)OCO3)c1 (stereo unspecified)	95	4	-4	1.5	20	-25	13	1	90
COc1ccc(Nc2ncc(C#N)c(N)n2)c(OC)c1	95	-5	-15	-3.9	13	-4	14	-4	95
CC1=C(C(=O)OC(C)C)C(c2ccc(Br)s2)NC(=O)N1C (stereo unspecified)	110	-4	7	-1.8	-14	-24	-4	-10	108
CCOc1ccc(C(=O)N[C@H](C(=O)Nc2cccc(S(=O)(=O)N3CCCCC3)c2)C(C)C)cc1	100	-3	-2	-1.1	-23	2	3	14	100
O=C(CC1NCCNC1=O)Nc1ccccc1 (stereo unspecified)	103	-6	3	-0.7	-3	-3	13	-13	107
CCCCc1ccc(NC(=O)CC(C)(C)C)cc1	105	-14	0	0.8	2	-19	-9	-7	108
C=CCN1C(=O)c2ccccc2NC1c1cc(Br)cs1 (stereo unspecified)	96	-12	-3	-0.1	11	-13	14	-4	98
COc1cc(NC(=O)C2Cc3ccccc3CN2S(C)(=O)=O)cc(OC)c1 (stereo unspecified)	105	-9	10	1.2	9	-16	-7	-10	104
COc1cccc(NS(=O)(=O)c2ccc3c(c2)NC(=O)C(C)C(=O)N3)c1 (stereo unspecified)	99	·	-1	-1.1	18	-6	-24	-3	100
CC(=O)Nc1ccc(S(=O)(=O)Nc2ccc(Nc3ccccc3)cc2)cc1	108	-12	8	1.3	-17	8	-12	-21	105
CC1(C)CC(NC(=O)c2ccc(Cl)cc2Cl)CC(C)(C)N1	105	-7	3	0.8	-4	-2	-2	-6	101
CCN(CC)S(=O)(=O)c1ccc(OC)c(NC(=O)c2cc(C)on2)c1	·	-5	·	-3.1	-9	0	-8	-13	·
O=C(CN1C(=O)COc2ccccc21)N(Cc1cccnc1)Cc1cccc(F)c1	103	-2	1	-7.0	2	-15	3	6	96
CCc1ccccc1N1CCN(S(=O)(=O)c2cc(OC)ccc2OC)CC1	102	-9	5	-0.1	-4	-24	36	-19	100
CCOC(=O)N1C/C(=C\c2ccccc2)C(=O)/C(=C/c2ccccc2)C1	92	-10	-1	0.3	6	-19	-18	-9	100
Cc1ccc(-n2nnc3c(=O)n(CC(=O)c4ccccc4)cnc32)cc1	114	·	12	1.3	5	-5	-11	9	109
O=C(CC12CC3CC(CC(C3)C1)C2)N/N=C/c1ccncc1	101	0	0	4.2	-7	-15	-12	0	104
Clc1ccc(OCCn2ccnc2)c(Br)c1	110	2	3	-1.4	18	5	23	-3	102
Cc1ccc(Cl)cc1N1CCN(C(=O)c2ccc3nc[nH]c3c2)CC1	99	-3	1	7.5	-11	-17	-28	0	95
CCOC(=O)CSc1nc(NC#N)nc(N(CC)CC)n1	102	-1	-2	-0.6	24	-5	-1	6	96
CCn1c(-c2csc3c2CCCC3)n[nH]c1=S	103	2	-1	1.2	8	-11	-13	7	106
CC(C)CN(CCCNC(=O)CN1C(=O)COc2ccc(S(=O)(=O)N3CCCCCC3)cc21)CC(C)C	106	4	5	2.0	7	19	-10	-6	99
Cn1c(=O)c2c(SCC(=O)Nc3ccccc3F)nc(-c3ccccc3F)nc2n(C)c1=O	102	-1	2	2.1	8	-5	-7	-4	100
COc1ccc(-c2cc(C)no2)cc1S(=O)(=O)N1CCN(c2cccc(C)c2)C(C)C1 (stereo unspecified)	96	1	-5	3.1	-31	-20	-2	-14	102
Fc1ccc(NC(=S)Nc2ccc(F)c(Cl)c2)cc1Cl	100	·	3	0.6	10	1	11	-2	103
COc1cc2c(-c3ccc(O)cc3)nc3c(c(C)nn3-c3ccccc3)c2cc1OC	93	-11	-2	-1.1	·	-3	-42	8	96
CCC(C)(C)n1nnnc1C(c1cc2cc3c(cc2[nH]c1=O)OCO3)N1CCCCC1 (stereo unspecified)	·	·	·	2.3	6	0	-14	11	·
Cc1nc([N+](=O)[O-])cn1CC(=O)Nc1ccc(Cl)cc1	99	-7	3	-0.4	7	4	-1	-4	99
O=C(Cn1c2ccccc2c(=O)c2ccccc21)N/N=C/c1cc([N+](=O)[O-])ccc1N1CCCCC1	107	1	2	1.5	-2	1	-2	1	101
CN=C1c2ccccc2CN1c1cccc(C(=O)OC)c1	103	5	6	-1.2	-5	-10	-7	4	106
CCCN1CC(=O)N2C(c3ccccc3)c3[nH]c4ccccc4c3C[C@H]2C1=O (stereo partly specified)	99	-7	2	13	2	-32	-31	-12	101
CCOc1ccc(C(=O)O)cc1OC	98	-2	-2	-0.7	-1	-4	-7	2	100
COc1ccc(/C(C)=N/NC(=S)NCc2ccco2)cc1	93	-5	-2	1.4	17	-3	-10	6	95
CCC(C(=O)OCC(=O)Nc1cc(C)ccc1OC)c1ccccc1 (stereo unspecified)	99	-5	1	-1.6	-9	-27	44	-8	104
Cc1cccc(NCC(=O)NNC(=S)Nc2ccccc2)c1	90	-4	-6	1.0	-43	-10	-5	8	93
O=C(Oc1ccc(Br)cc1)c1cccc(S(=O)(=O)N2CCOCC2)c1	101	-6	2	1.5	-18	-29	-2	-4	102
O=C(CSC1=NCCS1)Nc1ccc(S(=O)(=O)NC2CCCCC2)cc1	88	-6	-4	0.3	10	-18	0	-7	93
CC1(C)Cc2ccccc2-c2nc3n(c(=O)c21)CCS3	87	-1	-14	-4.3	10	1	-10	-1	95
Cn1c(SCC(=O)N2CCOCC2)nc2cccnc21	103	1	4	-0.6	8	2	1	7	99
NNc1nc2sc3c(c2c(=O)n1-c1ccccc1)CCCC3	96	2	-2	-0.9	-11	-5	-8	15	95

Of the compounds above, 4 contain a thiophene ring, fused or not:
SMILES	MEKK2wt PB1 HTS	GalR3 antag	MEKK2 mut-MEK5	CRFBP-R2 agonist	UBC9 SUMO inh	FID counter	CRFBP-R2 block	NS3 helicase inh	MEKK3 PB1 HTS
CC1=C(C(=O)OC(C)C)C(c2ccc(Br)s2)NC(=O)N1C (stereo unspecified)	110	-4	7	-1.8	-14	-24	-4	-10	108
C=CCN1C(=O)c2ccccc2NC1c1cc(Br)cs1 (stereo unspecified)	96	-12	-3	-0.1	11	-13	14	-4	98
CCn1c(-c2csc3c2CCCC3)n[nH]c1=S	103	2	-1	1.2	8	-11	-13	7	106
NNc1nc2sc3c(c2c(=O)n1-c1ccccc1)CCCC3	96	2	-2	-0.9	-11	-5	-8	15	95

For convenience, some entries already given.
SMILES	MEKK2wt PB1 HTS	GalR3 antag	MEKK2 mut-MEK5	CRFBP-R2 agonist	UBC9 SUMO inh	FID counter	CRFBP-R2 block	NS3 helicase inh	MEKK3 PB1 HTS
CCn1c(-c2csc3c2CCCC3)n[nH]c1=S	103	2	-1	1.2	8	-11	-13	7	106
CC(C)CN(CCCNC(=O)CN1C(=O)COc2ccc(S(=O)(=O)N3CCCCCC3)cc21)CC(C)C	106	4	5	2.0	7	19	-10	-6	99
Cn1c(=O)c2c(SCC(=O)Nc3ccccc3F)nc(-c3ccccc3F)nc2n(C)c1=O	102	-1	2	2.1	8	-5	-7	-4	100
COc1ccc(-c2cc(C)no2)cc1S(=O)(=O)N1CCN(c2cccc(C)c2)C(C)C1 (stereo unspecified)	96	1	-5	3.1	-31	-20	-2	-14	102

Further results.
SMILES	MEKK2wt PB1 HTS	GalR3 antag	MEKK2 mut-MEK5	CRFBP-R2 agonist	UBC9 SUMO inh	FID counter	CRFBP-R2 block	NS3 helicase inh	MEKK3 PB1 HTS
CN=C1NN=C(c2cc(C)n(-c3ccc(Cl)cc3)c2C)CS1	97	4	-2	-0.8	21	-12	0	-4	104
Cc1ccc(S(=O)(=O)Nc2ccc(Cl)cc2)cc1NC(=O)Cn1cnc2c1c(=O)n(C)c(=O)n2C	94	-8	-2	-0.9	0	-6	1	-12	98
COc1ccc(C(=O)Nc2ccc(N3CCN(C(=O)C(C)C)CC3)cc2)cc1[N+](=O)[O-]	112	-3	7	0.3	9	4	-31	1	97
COCCCNC(=O)CN(c1cc(OC)ccc1OC)S(=O)(=O)c1ccccc1	101	-4	0	0.7	-5	-17	-4	-6	101
CCOC(=O)c1c(SCC(=O)Nc2nc(C)cs2)nc(=O)[nH]c1C	98	2	1	1.5	·	-17	0	12	102
CCCn1c(SCC(=O)NC2CCCCC2C)n[nH]c1=O (stereo unspecified)	108	-1	6	-1.5	-2	-3	5	1	108
Cc1cc(C)c(NC(=O)COc2nc3ccccc3nc2C)c(C)c1	100	6	3	0.4	-4	3	-19	13	98
CCO[C@H]1OC(C(=O)N2CCOCC2)=C[C@@H](c2ccc(C(F)(F)F)cc2)[C@@H]1CCCO	104	-8	5	-1.4	10	-31	-9	-7	108
N/C(=N\OC(=O)CCc1ccccc1)c1ccc(Br)cc1	100	-2	-1	-0.9	-6	9	-8	9	102
Cn1c(=O)c2c(nc(Br)n2CC(=O)C23CC4CC(CC(C4)C2)C3)n(C)c1=O	87	-3	-12	-2.8	-1	-4	-3	0	88
CCc1ccc(NC(=O)C2(c3ccccc3)CC2(Cl)Cl)cc1 (stereo unspecified)	106	-8	9	43	-34	-6	-87	-9	105
O=C(NCCCN1CCN(CCCNC(=O)c2cccc([N+](=O)[O-])c2)CC1)c1cccc([N+](=O)[O-])c1	109	-2	1	-0.2	6	18	5	-7	91
CCn1cc(S(=O)(=O)Nc2cc(F)ccc2C)cn1	104	-3	-2	-1.2	3	-2	-9	59*	106
CSc1nsc(SCC(=O)Nc2nc3ccc(C)cc3s2)n1	111	-2	16	-1.0	-48	2	3	2	98
COc1ccc(Cn2nnnc2C(c2cc3ccc(OC)cc3[nH]c2=O)N2CCC(C)CC2)cc1 (stereo unspecified)	94	-6	-1	-0.2	4	-11	-3	-7	103
Cc1cc(C)n(CC(=O)N2CCCC(N3CCN(c4cccc(C(F)(F)F)c4)CC3)C2)n1 (stereo unspecified)	107	-2	6	0.3	7	-27	-2	-1	102
COc1ccccc1CC(=O)Nc1nc(-c2ccc(F)c(F)c2)cs1	103	-9	0	-0.9	-8	-13	13	-7	104
O=C(NN=C1C2CC3CC(C2)CC1C3)c1cccs1	102	1	2	-1.3	-3	-5	11	10	102
